DAGLB inhibitor – diacylglycerol lipase beta (human) inhibition. Q8NCG7. HEK293T DAGLB membrane lysate, EnzChek fluorogenic substrate. inhibition, % at 5.17 µM. 340,000 compounds, 0.059% hits; in the data active = inhibition above about 34%;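 also: 0% = enzyme with vehicle and 100% = wells lacking enzyme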
Target sequence (Q8NCG7 whole entry, looked up): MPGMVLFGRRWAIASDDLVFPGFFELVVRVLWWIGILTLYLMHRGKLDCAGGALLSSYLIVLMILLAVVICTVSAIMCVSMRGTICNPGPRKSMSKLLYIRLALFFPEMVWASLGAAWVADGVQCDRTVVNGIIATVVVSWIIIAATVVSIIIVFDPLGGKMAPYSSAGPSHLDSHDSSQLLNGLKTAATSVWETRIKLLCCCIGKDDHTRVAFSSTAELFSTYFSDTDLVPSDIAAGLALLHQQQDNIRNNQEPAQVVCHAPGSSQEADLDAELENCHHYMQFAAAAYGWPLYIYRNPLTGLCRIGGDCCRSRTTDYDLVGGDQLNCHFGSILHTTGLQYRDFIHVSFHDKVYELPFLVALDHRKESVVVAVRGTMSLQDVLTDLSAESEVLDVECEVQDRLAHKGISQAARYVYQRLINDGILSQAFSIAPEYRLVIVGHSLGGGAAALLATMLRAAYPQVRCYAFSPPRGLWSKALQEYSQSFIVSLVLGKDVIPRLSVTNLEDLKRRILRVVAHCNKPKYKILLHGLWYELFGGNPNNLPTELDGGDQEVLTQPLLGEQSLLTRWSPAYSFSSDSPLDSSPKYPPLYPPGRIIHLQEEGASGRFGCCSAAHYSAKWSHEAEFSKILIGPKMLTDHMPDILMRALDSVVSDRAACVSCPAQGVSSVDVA
SUMO Mot1 rescue – inhibitors of SUMOylation pathway: yeast Mot1-301 growth rescue; 320,000 compounds, 1% hits; growth rescue, % at 18.8 µM; S. cerevisiae Mot1-301 growth rescue, ATP luminescence, 38.5C; percent above DMSO median, 100 means doubled;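 active = every valid replicate shows activation above 250% relative to neutral control wells; inactive = the rest, any valid replicate at or below 250%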;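 also: OY570 slx delta 5 strain wells were the positive control but not used for scaling; some compounds called inactive have numbers as strong as hits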
E coli growth – counter-screen for AddAB inhibitors: E. coli growth inhibition; inhibition, % at 11.9 µM; 330,000 compounds, 0.27% hits; E. coli V3065 growth, OD600 absorbance, 18 h; AID 449728;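 active = inhibition above the campaign's mean inhibition across all tested compounds plus 3 SD, cut at about 9.9% in these data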;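 also: uninfected addAB+ strain grown without phage in ampicillin broth; 0% = DMSO wells and 100% = ciprofloxacin 0.95 µg/ml wells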
AddAB inh – less growth of phage-infected E. coli with AddAB. 330,000 compounds, 0.29% hits. E. coli expressing H. pylori AddAB, absorbance growth. inhibition, % at 11.9 µM; in the data active = inhibition above about 12%;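 also: 0% = vehicle wells of infected cells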
HTR5A ag ctr – activates human HTR5A in OPRM1-OPRD1 agonist counter-screen; P47898; activation, % at 9.3 µM; HTR5A agonist assay, luminescence, cell-based; 340,000 compounds, 0.61% hits; in the data active = activation mostly above about 9.5%, no sharp cut-off; inactive = mostly below about 7.6%;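 also: 0% = cells with vehicle only and 100% = reference agonist; strong numbers were not always called active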
Target sequence (P47898 whole entry, looked up): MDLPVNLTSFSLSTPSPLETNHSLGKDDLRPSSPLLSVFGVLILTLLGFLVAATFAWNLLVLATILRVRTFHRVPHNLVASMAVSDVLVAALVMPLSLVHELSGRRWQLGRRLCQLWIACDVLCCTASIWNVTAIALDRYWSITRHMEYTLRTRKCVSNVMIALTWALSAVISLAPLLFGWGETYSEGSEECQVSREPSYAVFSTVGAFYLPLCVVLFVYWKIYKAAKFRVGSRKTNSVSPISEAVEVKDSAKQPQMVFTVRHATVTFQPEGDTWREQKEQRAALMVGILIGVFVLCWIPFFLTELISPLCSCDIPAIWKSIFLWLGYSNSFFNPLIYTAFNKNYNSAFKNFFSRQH
Tat transport – inhibitors of E. coli Tat protein transport; AID 488895; E. coli MC4100 TorA-mCherry Tat export, fluorescence; 340,000 compounds, 0.036% hits; inhibition, % at 10 µM;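 active = mean replicate inhibition at least 50% and at least half of replicates individually reaching 50%; inconclusive = only one of the two criteria met; inactive = neither criterion met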;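 also: exported cargo escapes ClpAP degradation while cytoplasmic cargo is degraded and loses fluorescence; 0% = median of neutral control wells and 100% = median of NaSCN control wells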
HTR5A inv ctr – HTR5A inverse agonism, opioid heterodimer counter-screen. P47898. 340,000 compounds, 0.083% hits. HTR5A cell line, luminescence. inhibition, % at 9.3 µM; in the data active = inhibition mostly above about 23%, no sharp cut-off; inactive = mostly below about 18%;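 also: 0% = cells with DMSO and 100% = no-cell wells with DMSO; some compounds called inactive have numbers as strong as hits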
PKA-R1A act – activates the PKA-R1A holoenzyme complex; 340,000 compounds, 0.083% hits; activation, % at 11.4 µM; PKA-R1A dissociation, Cy5-IP20 fluorescence polarization; scaled: DMSO 0%, 113 µM cGMP 100%; P00514+P68181;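 active = percent activation above the mean of all tested compounds plus 3 SD, cut at about 19% in these data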;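 also: higher means more PKAc released from R1A so a rise in polarization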
CDK5 inh – CDK5/p35 (human) kinase inhibition. Q00535+Q15078. Recombinant CDK5/p35, ADP-Glo luminescence, 60 min. inhibition, % at 10 µM. 330,000 compounds, 0.01% hits. AID 488839;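 active = highest replicate inhibition of at least 50% and at least 75% of replicates reaching 50%; inconclusive = only one of the two criteria met; inactive = both criteria failed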;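 also: plate controls were DMSO neutral control for no effect and GW8510 at 10 µM for full effect; many of its hits are not listed in these tables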
PKA-R2B act – PKA-R2B complex activation; 340,000 compounds, 0.079% hits; activation, % at 11.4 µM; PKA-R2B holoenzyme dissociation, Cy5-IP20 fluorescence polarization; R2B truncated from residue 108, S112A mutant; 0% DMSO only, 100% 113 µM cGMP; AID 504700; P22694+P31323;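 active = activation above a cutoff set at the mean over all compounds plus 3 SD, cut at about 18% in these data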;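 also: higher means more holoenzyme dissociation and a rise in polarization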
phage Ecoli inh – E. coli growth loss with phage present; growth absorbance; inhibition, % at 11.9 µM; 360,000 compounds, 0.26% hits; in the data active = inhibition above about 11%
Starred values were filed as active, the others as inactive; i = inactive; ? = inconclusive; nt = no result given; & = joins results of further samples. This is a subset; count on the stated rates, not on these rows.

SMILES	DAGLB inhibitor	SUMO Mot1 rescue	E coli growth	AddAB inh	HTR5A ag ctr	Tat transport	HTR5A inv ctr	PKA-R1A act	CDK5 inh	PKA-R2B act	phage Ecoli inh
Cn1cc(C(=O)OCC(=O)NC2(C#N)CCCC2)c2ccccc21	0	144	-1.5	1.6	-4	7	3	5	-1.0	-3	-0.1
O=c1[nH]c(O)c(N=Nc2cccc(S(=O)(=O)N3CCOCC3)c2)c(=O)[nH]1	-1	222	-0.9	-0.2	1	-2	20	-1	-3.4	6	2.9
CC1CCN(C(CC(=O)c2ccccc2)C(=O)c2ccccc2)CC1 (centres undefined)	-1	nt	nt	nt	0	-1	1	-3	-0.5	-5	-0.3
COc1ccc(OC)c(C2=NOC(C(=O)N3CCC4(CC3)OCCO4)C2)c1 (centres undefined)	4	-8	-0.2	-0.4	-2	3	-5	-8	-1.0	-13	1.4
C[N+](C)(C)CC#CCOC(=O)Nc1cccc(Cl)c1	2	-1	-0.9	-0.8	2	-3	-39	3	-0.1	-6	3.2
CC(Cc1ccccc1)NC=O (centres undefined)	-1	-4	-0.5	1.5	8	3	28	-1	-0.7	-14	0.5
Clc1ccc(OCC#CCN2CCOCC2)cc1	0	17	-1.0	0.9	3	-1	-2	2	-0.5	4	4.0
NCC(CC(=O)O)c1ccc(Cl)cc1 (centres undefined)	0	-1	2.3	2.7	-3	13	25	4	-0.2	-3	-1.5
O=C(CNC(=O)c1ccccc1Cl)Nc1ccc(Br)cc1C(=O)c1ccccc1	-9	8	0.9	-1.1	0	5	6	-15	1.0	0	2.0
CCN(CC)S(=O)(=O)c1ccc(NN=C(C#N)C#N)cc1	10	62	1.4	2.7	-2	6	15	1	-0.2	-14	3.8
COc1ccccc1CN1CCN(C(=O)COc2ccc3ccccc3c2)CC1	-2	-2	-2.6	-0.5	1	3	-4	-7	nt	-7	0.4
COC(=O)C1=C(c2ccccc2OCc2ccccc2)C[C@@H]2CC[C@H]1N2C(=O)NCCOc1ccc(OC)cc1	-1	2	-2.1	-1.3	-9	-3	22	-1	-0.3	-9	0.9
CCC1(OC(=O)c2ccccc2)CC(C)N(C)CC1C (centres undefined)	1	-8	-0.5	0.9	1	-9	-6	7	-0.6	3	-0.4
CCN(CC)CCCNC(=O)c1c(O)c2ccccc2n(Cc2ccccc2)c1=O	-2	-21	1.4	2.9	5	?	6	-11	-2.1	5	5.1
O=C1NC(=S)N(c2ccc(F)cc2)C(=O)/C1=C/c1ccccc1O	0	-14	2.4	0.1	2	-5	-7	3	-0.4	-1	-1.2
C[C@H]1CC[C@@H]2N(C1)C[C@H]1[C@@H]3C[C@H]4[C@@H](CC(=O)[C@H]5C[C@@H](O)CC[C@@]54C)[C@@H]3CC[C@H]1[C@]2(C)O	5	-2	-1.0	-0.3	6	-3	-22	1	0.8	10	2.8
Cc1nc2nc(SCC(=O)N3CCC4(CC3)OCCO4)nn2c(C)c1Cc1ccccc1	0	-13	-1.3	-0.4	-3	3	-8	-6	-1.2	3	2.8
COP(=O)(OC)/C(C=O)=N/Nc1ccc([N+](=O)[O-])cc1	4	14	1.4	4.1	-5	4	-19	-4	-1.9	-7	-0.1
CN1C(=O)C(=Cc2coc3ccccc3c2=O)C(=O)N(C)C1=O	2	29	-1.6	0.1	-7	0	-5	-4	-0.1	6	3.4
COc1ccc(CCNCc2ccccc2F)cc1OC	-2	nt	2.0	3.5	-7	-1	-37	4	0.4	-1	2.5
N=Cc1c(O)n(-c2ccc(C34CC5CC(CC(C5)C3)C4)cc2)c(=O)[nH]c1=O	3	-2	-2.0	0.3	10	0	-27	-10	-0.1	-7	0.4
O=c1[nH]c(N2CCN(Cc3ccc4c(c3)OCO4)CC2)nc2c1CCC2	-4	-4	-0.7	0.9	0	0	11	8	1.7	10	0.0
CCOP(=O)(OCC)/C(C#N)=C/c1ccc(Br)cc1	0	21	0.4	0.1	3	3	-10	-3	0.8	-4	0.7
COc1cc(CNCCc2ccc3c(c2)OCO3)ccc1O	0	155	1.7	5.0	6	-12	11	-2	-1.6	-7	4.7
CCOC(=O)c1sc(/N=C/c2c(O)n(-c3cccc(C)c3)c(=O)[nH]c2=O)c(C#N)c1C	0	-7	-3.1	3.1	1	5	-27	1	-1.5	-7	-1.1
CN1CCN(c2ncnc(Cl)c2N)CC1	1	nt	nt	nt	-2	1	-29	2	-0.9	-1	2.9
COc1ccc(CCn2c(O)c(C=NCCN3CCCCC3)c(=O)[nH]c2=O)cc1OC	1	43	-1.0	2.6	2	-1	-3	-3	-1.5	-4	2.0
COC(=O)C1=C(c2ccc(-c3ccccc3)c(F)c2)C[C@@H]2CC[C@H]1N2C(=O)NCCOc1ccccc1Cl	-3	1	-0.7	1.3	-2	-15	-4	-6	-1.2	-10	2.3
CN1/C(=C\C=C2C(=O)NC(=S)NC2=O)C(C)(C)c2ccccc21	-124	nt	nt	nt	2	-13	-5	3	0.6	2	3.1
CCOC(=O)N1CCC(NC(=O)CCc2nc(C3=CCN(C)CC3)no2)CC1	2&0	nt	0.6	-0.2	0&-11	-8&-3	0&-5	8&-5	0.1&-0.3	3&-9	2.7&1.6
CC12CCC3c4ccc(OC(=O)N(CCCl)CCCl)cc4CCC3C1CCC2O (centres undefined)	1	nt	nt	nt	2	3	-9	2	-1.6	-1	1.6
CCN(CCCl)Cc1ccccc1Br	1	-2	-0.5	0.6	-1	-2	-42	7	-0.5	13	2.9
CC12CN3CC(C)(CN(C1)C3c1cccs1)C2O (centres undefined)	0	85	-0.5	-0.4	8	-6	-19	4	-1.7	6	3.4
COc1nc(NCC2CCCO2)nc(N2CC3CC(C2)c2cccc(=O)n2C3)n1 (centres undefined)	-1	-9	-1.0	-2.1	-1	-5	-2	3	-0.5	-2	-0.1
CCn1c(O)c(/C=N/N2CCOCC2)c(=O)n(CC)c1=S	1	-5	-0.1	2.9	4	-7	13	-1	-2.9	-5	4.7
Cn1c(O)c(C(=O)c2ccccc2F)c(=O)n(C)c1=O	-4	23	-0.1	3.1	-1	-2	17	-6	1.3	0	-0.6

In another format: results already given.
Values run as follows: DAGLB inhibitor | SUMO Mot1 rescue | E coli growth | AddAB inh | HTR5A ag ctr | Tat transport | HTR5A inv ctr | PKA-R1A act | CDK5 inh | PKA-R2B act | phage Ecoli inh
- CCOP(=O)(OCC)/C(C#N)=C/c1ccc(Br)cc1
    0 | 21 | 0.4 | 0.1 | 3 | 3 | -10 | -3 | 0.8 | -4 | 0.7
- COc1cc(CNCCc2ccc3c(c2)OCO3)ccc1O
    0 | 155 | 1.7 | 5.0 | 6 | -12 | 11 | -2 | -1.6 | -7 | 4.7
- CCOC(=O)c1sc(/N=C/c2c(O)n(-c3cccc(C)c3)c(=O)[nH]c2=O)c(C#N)c1C
    0 | -7 | -3.1 | 3.1 | 1 | 5 | -27 | 1 | -1.5 | -7 | -1.1
- CN1CCN(c2ncnc(Cl)c2N)CC1
    1 | nt | nt | nt | -2 | 1 | -29 | 2 | -0.9 | -1 | 2.9
- COc1ccc(CCn2c(O)c(C=NCCN3CCCCC3)c(=O)[nH]c2=O)cc1OC
    1 | 43 | -1.0 | 2.6 | 2 | -1 | -3 | -3 | -1.5 | -4 | 2.0
- COC(=O)C1=C(c2ccc(-c3ccccc3)c(F)c2)C[C@@H]2CC[C@H]1N2C(=O)NCCOc1ccccc1Cl
    -3 | 1 | -0.7 | 1.3 | -2 | -15 | -4 | -6 | -1.2 | -10 | 2.3
- CN1/C(=C\C=C2C(=O)NC(=S)NC2=O)C(C)(C)c2ccccc21
    -124 | nt | nt | nt | 2 | -13 | -5 | 3 | 0.6 | 2 | 3.1
- CCOC(=O)N1CCC(NC(=O)CCc2nc(C3=CCN(C)CC3)no2)CC1
    2&0 | nt | 0.6 | -0.2 | 0&-11 | -8&-3 | 0&-5 | 8&-5 | 0.1&-0.3 | 3&-9 | 2.7&1.6
- CC12CCC3c4ccc(OC(=O)N(CCCl)CCCl)cc4CCC3C1CCC2O (centres undefined)
    1 | nt | nt | nt | 2 | 3 | -9 | 2 | -1.6 | -1 | 1.6
- CCN(CCCl)Cc1ccccc1Br
    1 | -2 | -0.5 | 0.6 | -1 | -2 | -42 | 7 | -0.5 | 13 | 2.9
- CC12CN3CC(C)(CN(C1)C3c1cccs1)C2O (centres undefined)
    0 | 85 | -0.5 | -0.4 | 8 | -6 | -19 | 4 | -1.7 | 6 | 3.4
- COc1nc(NCC2CCCO2)nc(N2CC3CC(C2)c2cccc(=O)n2C3)n1 (centres undefined)
    -1 | -9 | -1.0 | -2.1 | -1 | -5 | -2 | 3 | -0.5 | -2 | -0.1
- CCn1c(O)c(/C=N/N2CCOCC2)c(=O)n(CC)c1=S
    1 | -5 | -0.1 | 2.9 | 4 | -7 | 13 | -1 | -2.9 | -5 | 4.7

The listing continues.
SMILES	DAGLB inhibitor	SUMO Mot1 rescue	E coli growth	AddAB inh	HTR5A ag ctr	Tat transport	HTR5A inv ctr	PKA-R1A act	CDK5 inh	PKA-R2B act	phage Ecoli inh
O=C(c1ccc(Cl)cc1)C1CCCN(Cc2ccc3nonc3c2)C1 (centres undefined)	-9	176	2.1	1.6	1	2	-22	-1	-2.6	12	2.6
O=C1C2CCCN2C(c2ccncc2)N1c1ccc(Cl)c(Cl)c1 (centres undefined)	-6	12	2.8	1.9	-2	-7	6	-4	1.2	-15	2.8
C[C@]12CC[C@H](OC(=O)CCC(=O)O)CC1=CCC1C2CC[C@@]2(C)C1CC[C@@H]2OC(=O)CCC(=O)O (some centres undefined)	3	12	-0.1	-2.4	2	5	-7	-1	-1.7	-3	0.7
CCOC(=O)C1=C(C)OC(N)=C(C(=O)OCC)[C@@]12C(=O)N(CC(N)=O)c1ccccc12	2	-23&-8	0.2	3.1	-1	-5&-4	3	0	-0.9	2	3.9
O=C(c1ccccc1F)c1cn(Cc2ccc(F)cc2)c2ccccc12	-8	-13	-2.5	0.7	1	-5	3	-10	0.2	2	3.5
CN1CC(C(=O)c2cccc(C(F)(F)F)c2)C(c2ccc(Cl)cc2)C1 (centres undefined)	-1	-11	-0.2	1.6	0	10	-1	-16	-0.1	-3	4.5
COc1ccc(-c2nn(CCC#N)cc2C(=O)Nc2cccc([N+](=O)[O-])c2)cc1OC	0	i	nt	nt	-1	-6	2	11	0.1	8	1.9
O=C(C[N+]12CCC(CC1)C(O)C2)c1ccc(Br)cc1 (centres undefined)	-2	3	nt	nt	-4	-8	16	-7	-0.6	-2	2.0
CCC(CC)NC1CCCCC1OC (centres undefined)	1	-16	1.3	0.8	0	-4	7	-8	nt	-2	2.8
CC(=O)Nc1ccc(S(=O)(=O)N2Cc3cnnn3-c3ccccc3C2C#N)cc1 (centres undefined)	-1	nt	nt	nt	-2	3	6	-13	0.6	1	0.6
Cc1cc(OC(=O)N(C)C)nc(-c2ccc(C)c(Cl)c2)n1	-7	501	-0.5	1.3	4	15	-5	-16	-1.0	-1	-0.1
COc1ccc(Cn2c(O)c(C=Nc3c(C)n(C)n(-c4ccccc4)c3=O)c(=O)[nH]c2=O)cc1	2	i	0.4	3.7	1	-7	-3	-8	-2.7	3	0.9

From PubChem BioAssay
